Screening data deposited in PubChem BioAssay by several laboratories.
MBD2 DNA inh – MBD2-methylated oligo binding inhibition. TR-FRET, MBD2 binding to methylated oligonucleotide. inhibition, % at 4.4 µM. hit rate 0.31% among 370,000; in the data active = inhibition above about 13%
Target sequence (Q9UBB5 whole entry, looked up): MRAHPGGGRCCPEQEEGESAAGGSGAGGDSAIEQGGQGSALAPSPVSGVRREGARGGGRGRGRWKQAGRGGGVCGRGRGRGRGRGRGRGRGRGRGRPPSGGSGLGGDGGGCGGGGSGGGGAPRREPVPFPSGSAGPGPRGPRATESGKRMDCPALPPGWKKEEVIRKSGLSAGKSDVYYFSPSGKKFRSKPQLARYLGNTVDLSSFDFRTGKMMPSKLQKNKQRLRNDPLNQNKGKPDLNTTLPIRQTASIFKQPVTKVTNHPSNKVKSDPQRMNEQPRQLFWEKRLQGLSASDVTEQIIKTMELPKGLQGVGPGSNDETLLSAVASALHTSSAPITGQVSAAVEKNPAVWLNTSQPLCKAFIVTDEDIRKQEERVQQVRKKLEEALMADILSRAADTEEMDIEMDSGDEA
SIAE primary – blocks human sialic acid acetylesterase; SIAE FP-Rh probe binding, fluorescence polarization; hit rate 0.69% among 370,000; Q9HAT2; inhibition, % at 9.66 µM; AID 1053197;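 active = inhibition above a cutoff: mean of compounds within the control limits plus 3 SD of those, cut at about 17% in these data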;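 note: 0% = plate median of compound wells and 100% = probe without SIAE protein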
TDP2 inh – TDP2 (human) inhibition, absorbance primary screen. recombinant TDP2, T5PNP hydrolysis, p-nitrophenol absorbance 415 nm. hit rate 0.34% among 370,000. AID 720702. inhibition, % at 12.8 µM. O95551;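 active = inhibition above the mean of all tested compounds plus 3 SD, set per campaign, cut at about 25% in these data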;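 note: 0% = DMSO with enzyme and 100% = buffer with substrate but no TDP2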
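System: recombinant human TDP2 / Amount: 120 nM TDP2 per well / Also added: 5 mM T5PNP chromogenic substrate / Doses: 12.8 µM single point, 1% DMSO / Incubation: 2 h at 37 °C / Detection: p-Nitrophenol epi absorbance / Evaluation: % inhibition relative to enzyme-containing and enzyme-free wells / Repeats: singlicate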
PRMT1 inh – PRMT1 (human) inhibition, primary screen; Q99873; recombinant PRMT1, activity-based probe fluorescence polarization; inhibition, % at 2.79 µM; hit rate 1.3% among 370,000;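 active = inhibition above about 21% made by adding two undisclosed values, limit read from the data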
HTRA1 inh – inhibitors of human serine peptidase HTRA1; hit rate 0.5% among 340,000; recombinant HTRA1, FP-rhodamine activity-based probe, fluorescence polarization; Q92743; inhibition, % at 5.96 µM; in the data active = inhibition above about 36%;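 note: 0% = enzyme with DMSO and 100% = wells lacking enzyme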
LEDGF integ inh – blocks HIV-1 LEDGF/p75-dependent DNA integration | TR-FRET IN-LEDGF/p75 DNA integration, Eu/Cy5 | inhibition, % at 3.7 µM | hit rate 0.64% among 370,000 | AID 743269;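 active = inhibition above the screen-wide mean plus 3 SD, cut at about 13% in these data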;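 note: signal is the Cy5 over europium emission ratio at 671 and 618 nm; 0% = plate median of compound wells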
GC-B act – GC-B (human) receptor activation; HEK293-GC-B cells, CNP EC30, cGMP TR-FRET; 0% at EC30 CNP, 100% saturating CNP; activation, % at 10 µM; hit rate 0.11% among 370,000;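 active = activation at 10 µM reaching about 35% in either raw or pattern-adjusted values, limit read from the data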
rCAG RNA binder – molecules binding r(CAG) RNA repeats | r(CAG) RNA repeat, TO-PRO-1 dye displacement fluorescence | hit rate 1.3% among 370,000 | inhibition, % at 3 µM | AID 651821;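 active = inhibition above the plate cutoff, the mean of all test compounds on that plate plus 3 SD, cut at about 35% in these data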;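 note: 0% = DMSO alone and 100% = 100 µM mitoxantrone as full dye displacement; higher means more dye released from RNA so lower well fluorescence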
mABHD4 FP – ABHD4 (mouse) inhibition, primary FP screen; Q8VD66; purified mABHD4, FP-Rh probe fluorescence polarization; inhibition, % at 8.92 µM; hit rate 0.54% among 370,000;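 active = inhibition exceeding the mean over every tested compound plus 3 SD, cut at about 30% in these data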;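 note: 0% = plate median of compound wells and 100% = S159A mutant with DMSO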
Target sequence (Q8VD66 whole entry, looked up): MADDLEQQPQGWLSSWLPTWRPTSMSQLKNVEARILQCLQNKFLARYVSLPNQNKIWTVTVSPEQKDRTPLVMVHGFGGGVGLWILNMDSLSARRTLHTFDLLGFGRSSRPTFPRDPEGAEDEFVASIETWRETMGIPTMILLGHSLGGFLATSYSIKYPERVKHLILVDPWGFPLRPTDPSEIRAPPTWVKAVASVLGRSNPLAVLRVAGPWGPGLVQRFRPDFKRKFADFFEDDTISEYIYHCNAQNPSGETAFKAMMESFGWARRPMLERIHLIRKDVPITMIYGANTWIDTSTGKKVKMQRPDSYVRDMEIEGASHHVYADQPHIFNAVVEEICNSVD
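System: mouse ABHD4 enzyme, wild type / Medium: HEPES pH 7.0, NaCl, Pluronic buffer / Reagent: FP-Rh activity-based fluorescent probe / Control set: S159A mutant high control, sample median low control / Detection: fluorescence polarization with parallel and perpendicular emission, 525/598 nm / Schedule: 45 min + 60 min at 25 °C / Compound dosing: 8.92 µM, single dose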
TCR CD3 inh – human TCR-CD3 binding inhibition; TAMRA-labeled TCR probe fluorescence, biochemical; hit rate 0.37% among 360,000; inhibition, % at 9.4 µM; AID 651800; in the data active = inhibition above about 19%;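 note: recombinant mutant TCR 2C K166C tagged with TAMRA read by polarization; 0% = receptor in buffer alone and 100% = receptor with positive control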
* marks the source's active call; other numbers are inactive results; nt = not tested or not shown. Not all compounds are listed; the hit share may differ from the screen's.

SMILES	MBD2 DNA inh	SIAE primary	TDP2 inh	PRMT1 inh	HTRA1 inh	LEDGF integ inh	GC-B act	rCAG RNA binder	mABHD4 FP	TCR CD3 inh
O=C1CCC(=O)N1c1ccc(S(=O)(=O)Nc2ccc(Br)cc2)cc1	-1	2	-5	1	-8	0	6	4	-6	-7
O=C(Nc1ccc(C(=O)N2CCN(c3ccncc3)CC2)cc1)c1ccc(Br)o1	-1	-1	1	-1	nt	1	-8	4	0	6
C/C(=N\NC(=O)c1nnn(-c2nonc2N)c1C(C)C)c1cc(C)sc1C	-5	7	-3	-1	-7	0	-8	-3	-2	8
O=S(=O)(c1ccccc1)N(CC(O)Cn1c2ccccc2c2ccccc21)c1ccccc1 (stereo not given)	-3	-2	-19	-2	-68	-2	-16	14	-74	-4
Cc1ccc(CN2CCC(NC(=O)c3ccccc3)CC2)cc1	4	-2	3	-2	-2	-1	1	-6	4	4
O=C1CSC(=S)N1c1cccnc1	2	-4	0	14	-7	-4	0	1	-3	1
CC(C)Oc1cccc(C(=O)C2CCCN(C(=O)c3csnn3)C2)c1 (stereo not given)	-6	4	0	0	2	-3	1	-2	-4	9
Cn1c(=O)c2c(ncn2CC(=O)N2CCN(S(=O)(=O)c3ccc(Cl)cc3)CC2)n(C)c1=O	5	-1	-7	-2	-5	1	-8	4	-2	6
C=CCOc1ccc(C2/C(=C(\O)c3ccc4c(c3)OCCO4)C(=O)C(=O)N2CCCN2CCOCC2)cc1 (stereo not given)	-3	3	8	0	-11	2	5	12	3	8
CCn1c(SCC(=O)c2cc(C)n(CC3CCCO3)c2C)nc2ccccc21 (stereo not given)	-1	-3	-8	4	-3	1	1	5	-3	0
CSc1ncc(-c2ccccc2)cn1	-5	-3	0	-1	1	-1	1	-2	-3	2
COCCn1nnnc1C(C(C)C)N1CCOCC1 (stereo not given)	-4	-2	3	-1	3	-3	1	1	4	-1
Cc1nc(CC(=O)c2c(C)cc(O)cc2O)cs1	-1	4	-12	3	6	1	4	0	-5	0
Cc1c(C(=O)NC2CCCc3ccccc32)oc2ccccc12 (stereo not given)	3	0	-11	-3	-17	-3	3	-7	-14	4
COc1ccccc1OCC(=O)NCCNC(=O)COc1ccccc1OC	0	-3	-4	8	2	-6	0	-3	2	8
COc1cc(CN2C[C@@H](CO)O[C@@H](n3cnc4c(NCC(C)C)ncnc43)C2)cc(OC)c1OC	-3	3	-11	6	nt	-5	3	-3	5	-5
Cc1ccc(NC(=O)Cc2nnc(N)s2)cc1	1	6	8	-2	nt	-4	-7	0	3	0
CC(C)(C)C1CCC(=NNC(=O)c2cc3c(s2)CCCC3)CC1 (stereo not given)	-2	13	-2	-2	-39	4	-1	7	-11	6
COCCCNC(=O)Nc1ccc(F)cc1F	0	-5	1	0	-9	-3	-1	0	-6	-4
COc1cc(/C=C2\SC(=S)N(NC(=O)c3cccnc3)C2=O)ccc1O	-13	-113	-13	1	-139	-1	2	-7	-114	-88
CCN(CCCNC(=O)CNC(=O)c1nn(-c2ccc(OC)cc2)c(=O)c2ccccc12)c1cccc(C)c1	-6	10	14	0	-4	0	-4	4	7	-2
CCN(CC)S(=O)(=O)c1cc(C(=O)OCC(=O)c2ccc3c(c2)NC(=O)CO3)ccc1F	0	-5	0	-3	-12	0	-3	1	1	5
COc1ccc(O)c(-c2cc(-c3cccc(Br)c3)n[nH]2)c1	6	-2	-6	4	-8	5	-15	26	-22	-1
CCN(c1ccccc1)S(=O)(=O)c1ccc(OC)c(N=N/C(C(=O)Nc2ccccc2)=C(/C)O)c1	0	4	-3	-2	2	1	2	2	6	1
Cc1ccc(S(=O)(=O)N2CCC(C(=O)N3CCN(Cc4ccccc4)CC3)CC2)cc1	-8	-8	-13	-3	-4	5	3	6	-8	3
Continued.
SMILES	MBD2 DNA inh	SIAE primary	TDP2 inh	PRMT1 inh	HTRA1 inh	LEDGF integ inh	GC-B act	rCAG RNA binder	mABHD4 FP	TCR CD3 inh
O=C(NCC(c1ccccc1)c1ccccc1)[C@H](Cc1c[nH]c2ccccc12)NC1(C(=O)NC2CCCCC2)CCCCCC1	3	-3	-9	5	nt	-1	-6	nt	4	nt
Cc1ccccc1NC(=O)O[C@H]1CC[C@@]23CCCN2C(=O)CCC[C@H]3[C@H]1C	5	12	2	1	nt	2	-1	nt	-1	nt
COc1ccc2c(c1)CCc1cc(C(=O)O)sc1-2	1	10	9	-2	-5	4	-3	3	5	4
Cc1cc(C)n(-c2ccc(NC(=O)C3CCCCN3C(=O)c3sccc3C)cc2)n1 (stereo not given)	-5	-2	3	0	-7	2	0	-8	-10	2
O=C(NCC1CCCO1)c1ccccn1 (stereo not given)	2	-8	1	-1	-2	1	2	0	1	4
C=CCn1cnc2c(sc3nc(C)cc(C)c32)c1=O	0	1	14	1	-1	-1	-11	0	-1	-2
CCC(C)[C@@H](NC(=O)OC(C)(C)C)c1nnc(S(=O)(=O)Cc2cccc(C)c2)o1 (stereo not given in full)	1	-1	10	18	-6	-2	-5	-7	22	8
Cc1ccc(OCC(=O)Oc2cccc(C)c2C)cc1	-1	-2	-10	-1	-12	3	-8	-2	-6	-10
COc1ccc(S(=O)(=O)N2CCC(C(=O)Nc3ccccc3N3CCCCC3)CC2)cc1OC	2	-1	-8	0	-7	0	-7	-2	6	6
CC(=O)N1CCc2cc(Br)cc(S(=O)(=O)NCc3ccccn3)c21	-2	4	9	4	-3	0	4	-2	-1	2
COCCNC(=S)Nc1ccccc1Cc1ccccc1	3	-1	-3	7	-1	-2	3	-2	2	-2
O=C(Cn1ncn2cccc2c1=O)N1CCCCC1	4	9	-5	0	0	0	2	0	-1	2
CCC(=O)N1CCc2cc(S(=O)(=O)Nc3ccccc3C)ccc21	-6	0	-8	0	1	1	3	-1	2	-1
O=C(Nc1ccc2c(c1)OCCO2)C1CCCN1C(=O)Nc1ccccc1 (stereo not given)	0	-3	0	1	2	1	4	1	3	0
O=C(COC(=O)c1oc2ccccc2c1COc1ccccc1)NCCN1C(=O)CSC1=O	2	-3	6	0	-12	2	-7	2	-10	11
O=S(=O)(NCc1ccccc1)c1ccc(S(=O)(=O)N2CCCC2)cc1	1	-8	-7	0	3	0	-2	-3	-3	1
COc1cc(/C=N/NC(N)=O)ccc1OC(=O)c1ccco1	6	-5	-10	5	6	-2	-7	2	-10	-5
N#CC1=C(N)Oc2cc3ccccc3cc2C1c1cccnc1 (stereo not given)	10	-4	-1	1	-7	0	-3	-4	-3	-7
Cn1nc(C(=O)OCC(=O)NC2CCS(=O)(=O)C2)c2ccccc2c1=O (stereo not given)	3	2	-6	2	0	-7	5	-2	3	-1
COc1cc(/C=C/C(=O)Nc2ccc(OC)c(S(=O)(=O)N3CCOCC3)c2)ccc1OC(F)F	7	-33	2	3	-28	-2	4	9	-43	1
CCOC(=O)c1[nH]c(C)c(C(=O)NCCC2=CCCCC2)c1C	-2	4	3	1	-8	-1	6	-5	-6	1
COC(=O)CCNC(=O)c1ccc2nc(Cc3ccc(OC)cc3)oc2c1	-5	-1	-7	5	5	-1	4	-5	-1	-8
CCOc1ccc(S(=O)(=O)N2CCCC(C(=O)N3CCOCC3)C2)cc1Cl (stereo not given)	-5	8	8	2	2	4	-1	-4	-3	4
Cc1nn(CC2CC2)c(=O)n1-c1ccc(Cl)cc1	-3	-8	-23	-4	-1	4	6	-3	-8	-3
CC1=C(C(=O)Nc2ccccn2)C(c2ccccc2Cl)NC(=S)N1 (stereo not given)	-1	-3	-10	2	-5	2	0	1	-1	-3
Continuation:
SMILES	MBD2 DNA inh	SIAE primary	TDP2 inh	PRMT1 inh	HTRA1 inh	LEDGF integ inh	GC-B act	rCAG RNA binder	mABHD4 FP	TCR CD3 inh
CC1CC(C)CN(CCCNC(=O)CCC(=O)N2CCOc3ccccc32)C1 (stereo not given)	-3	5	5	-4	-9	-2	5	-2	-1	4
Cc1ccc(C(=O)NCC2CCCO2)o1 (stereo not given)	1	-4	1	3	1	2	7	1	2	-2
COc1cc(NC(=O)c2cc(S(=O)(=O)N3CCc4ccccc43)cn2C)cc(OC)c1OC	6	5	6	2	-7	-5	-18	9	2	-10
CCn1nc(C)c(NC(=O)c2cc(Br)ccc2Cl)c1C	-1	6	-3	0	3	2	1	0	2	4
O=C(c1ccc(NS(=O)(=O)c2cccs2)cc1)N1CCCCC1	0	9	-3	-1	0	2	-1	4	-11	-2
CC(C)(C)C(=O)CSc1ncnc2sc3c(c12)CCC3	1	-2	-5	-4	-6	-2	-1	-3	-1	2

Random excerpt: 6 records from the list
SMILES	MBD2 DNA inh	SIAE primary	TDP2 inh	PRMT1 inh	HTRA1 inh	LEDGF integ inh	GC-B act	rCAG RNA binder	mABHD4 FP	TCR CD3 inh
CC1CC(C)CN(CCCNC(=O)CCC(=O)N2CCOc3ccccc32)C1 (stereo not given)	-3	5	5	-4	-9	-2	5	-2	-1	4
O=C(c1ccc(NS(=O)(=O)c2cccs2)cc1)N1CCCCC1	0	9	-3	-1	0	2	-1	4	-11	-2
CCn1nc(C)c(NC(=O)c2cc(Br)ccc2Cl)c1C	-1	6	-3	0	3	2	1	0	2	4
COc1cc(NC(=O)c2cc(S(=O)(=O)N3CCc4ccccc43)cn2C)cc(OC)c1OC	6	5	6	2	-7	-5	-18	9	2	-10
CC(C)(C)C(=O)CSc1ncnc2sc3c(c12)CCC3	1	-2	-5	-4	-6	-2	-1	-3	-1	2
Cc1ccc(C(=O)NCC2CCCO2)o1 (stereo not given)	1	-4	1	3	1	2	7	1	2	-2

Structures listed so far containing two or more sulfur atoms (five):
SMILES	MBD2 DNA inh	SIAE primary	TDP2 inh	PRMT1 inh	HTRA1 inh	LEDGF integ inh	GC-B act	rCAG RNA binder	mABHD4 FP	TCR CD3 inh
O=C1CSC(=S)N1c1cccnc1	2	-4	0	14	-7	-4	0	1	-3	1
COc1cc(/C=C2\SC(=S)N(NC(=O)c3cccnc3)C2=O)ccc1O	-13	-113	-13	1	-139	-1	2	-7	-114	-88
O=S(=O)(NCc1ccccc1)c1ccc(S(=O)(=O)N2CCCC2)cc1	1	-8	-7	0	3	0	-2	-3	-3	1
O=C(c1ccc(NS(=O)(=O)c2cccs2)cc1)N1CCCCC1	0	9	-3	-1	0	2	-1	4	-11	-2
CC(C)(C)C(=O)CSc1ncnc2sc3c(c12)CCC3	1	-2	-5	-4	-6	-2	-1	-3	-1	2
